Screens deposited in PubChem BioAssay by The Scripps Research Institute Molecular Screening Center.
FBW7 activator = human FBW7 E3 ligase activation, primary screen; Q969H0; AlphaScreen FBW7–phospho-cyclin E peptide binding, activator screen; normalized activity (activation), % at 26.1 µM; 0.13% of 650,000 active; in the data active = normalized activity above about 1.9%;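 also: purified mutant Fbw7 with reduced substrate affinity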
Target sequence (Q969H0 whole entry, looked up): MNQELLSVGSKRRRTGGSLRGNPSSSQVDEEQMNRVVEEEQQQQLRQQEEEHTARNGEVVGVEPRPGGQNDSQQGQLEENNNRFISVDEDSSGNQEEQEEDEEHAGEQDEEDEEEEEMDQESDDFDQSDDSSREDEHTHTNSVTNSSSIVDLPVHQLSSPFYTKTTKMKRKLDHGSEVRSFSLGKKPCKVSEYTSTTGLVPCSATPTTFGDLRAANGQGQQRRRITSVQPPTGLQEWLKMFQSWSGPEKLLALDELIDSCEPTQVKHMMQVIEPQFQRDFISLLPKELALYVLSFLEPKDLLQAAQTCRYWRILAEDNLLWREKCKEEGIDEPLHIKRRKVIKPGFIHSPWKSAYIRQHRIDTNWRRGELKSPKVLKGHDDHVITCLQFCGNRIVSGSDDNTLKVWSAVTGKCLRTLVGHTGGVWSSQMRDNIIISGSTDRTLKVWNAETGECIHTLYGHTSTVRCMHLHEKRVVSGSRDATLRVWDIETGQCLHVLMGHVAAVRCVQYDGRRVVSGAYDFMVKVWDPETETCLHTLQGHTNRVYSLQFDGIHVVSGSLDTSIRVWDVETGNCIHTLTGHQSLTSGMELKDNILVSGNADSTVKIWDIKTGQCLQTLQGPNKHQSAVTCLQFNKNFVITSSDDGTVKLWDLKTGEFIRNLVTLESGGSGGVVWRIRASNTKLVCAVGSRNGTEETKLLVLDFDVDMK
MITF primary = blocks human microphthalmia-associated transcription factor; 0.91% of 650,000 active; AlphaScreen MITF homodimerization, bead proximity signal; inhibition, % at 2.6 µM; AID 1259374; in the data active = inhibition above about 50%;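 also: 0% = vehicle wells with protein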
GPR151 activ = human GPR151 activation | 1% of 650,000 active | PathHunter beta-arrestin GPR151 cells, luminescence | AID 1508602 | Q8TDV0 | activation, % at 11.2 µM; in the data active = activation above about 4.9%;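 also: 0% = median of compound wells and 100% = cells with positive control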
TEAD-YAP inh = TEAD-YAP interaction inhibition; HEK-TIYL cells, TEAD-Gal4/YAP UAS-luciferase luminescence; inhibition, % at 9.12 µM; 1.4% of 640,000 active; AID 1259422; in the data active = inhibition above about 32%;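 also: 0% = median of test compound wells and 100% = reference inhibitor wells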
Active calls of the source: *.

Screens in order: FBW7 activator	MITF primary	GPR151 activ	TEAD-YAP inh
Cn1c2ccccc2c2nnc(SCc3cccc(C(F)(F)F)c3)nc21
  0.3	10	0.5	6
COc1ccc(N2CCN(C3CCCN(Cc4ccccc4OCCO)C3)CC2)cc1 (stereo not drawn)
  0.1	-2	1.4	9
CC1=NN(c2ccc(Cl)c(C(=O)O)c2)C(=O)/C1=C/c1ccc(-c2cccc(C(F)(F)F)c2)o1
  -0.1	2	3.2	2
COc1ccc(C(=O)Nc2c3c(nn2-c2ccc(Cl)cc2)CSC3)cc1
  0.1	-10	0.8	-4
COc1cc(C2C(C#N)=C(N)Oc3n[nH]c(-c4ccc(C)cc4)c32)cc(OC)c1OC(=O)c1ccccc1 (stereo not drawn)
  -0.2	1	2.7	4
CCOc1cc(CNC(CC)CC)ccc1OC
  0.2	10	0.3	3
COc1ccc(/C(N)=N/OC(=O)Cc2ccc(C)cc2)cc1
  0.3	-13	0.4	-30
CCc1cccc2c(C=O)cn(CC(=O)N3CCC(C)CC3)c12
  0.3	-2	-0.7	19
CNC(=O)CN(Cc1ccccc1)S(=O)(=O)c1ccc(Cl)cc1
  -0.1	-3	-0.2	-9
O=C(Nc1cc(C(=O)N2CC=C(c3ccccc3)CC2)ccc1N1CC2CC(C1)c1cccc(=O)n1C2)c1cc2ccccc2oc1=O (stereo not drawn)
  0.1	-16	-1.2	8

The list goes on.
Screens in order: FBW7 activator	MITF primary	GPR151 activ	TEAD-YAP inh
O=C1COc2ccc(C(=O)N3CCC4(CC3)NC(=O)c3ccccc3O4)cc2N1
  0.0	-6	1.6	-13
COCC(=O)NC(CC(C)C)c1nnc2n1CCN(Cc1ccc(SC)cc1)CC2 (stereo not drawn)
  0.1	10	-1.5	5
CCOc1ccc(N=C2SCC(=O)N2CC)cc1
  -0.2	5	0.3	2
Cc1cc(C)n(C(=O)c2ccc3c(c2)N(CC(=O)Nc2ccc(Cl)cc2)C(=O)CO3)n1
  0.1	20	0.1	6
CCOC(=O)C1CCN(c2c(Nc3ccc4c(c3)OCCO4)c(=O)c2=O)CC1
  -0.1	1	2.6	4
OCCC1CN(Cc2cnc(-c3ccccc3)s2)CCN1CCc1ccccc1 (stereo not drawn)
  0.0	6	-2.0	3
Cc1cccc(NC(=O)CN2CCC(NC(=O)C3CCCCC3)CC2)c1C
  0.0	16	-0.5	0
CC(CCc1ccccc1)Nc1nc2ccccc2n2cnnc12 (stereo not drawn)
  -0.2	3	0.1	0
Cc1cccn2c(=O)c3cc(C(=O)NCc4ccc(F)cc4)n(C)c3nc12
  0.2	10	0.6	1
N#Cc1c(-c2ccco2)cc(C2CC2)nc1SCC(N)=O
  0.0	1	0.9	3

More entries:
Screens in order: FBW7 activator	MITF primary	GPR151 activ	TEAD-YAP inh
COc1cc(OC)cc(-c2nnc(-c3ccc(C(F)(F)F)cc3)o2)c1
  0.0	12	-1.5	2
O=C(COC(=O)c1ccc2c(c1)OCO2)c1ccc(Cl)cc1
  0.6	11	0.5	-28
C=CCNS(=O)(=O)c1ccc(OC)cc1
  0.7	11	-2.0	-1
Cc1nc2sccn2c1CN1CCCC(CO)(Cc2cccc(Cl)c2)C1 (stereo not drawn)
  -0.1	0	5.0*	42*
NC(=O)c1ccc2cnn(-c3ccc(C(=O)Nc4ccc(N5CCOCC5)cc4)cc3)c2c1
  0.0	-1	0.6	-5
CCOC(=O)C1=C(O)/C(=C\c2cc(C)n(-c3ccccc3C(F)(F)F)c2C)N=C1C
  -0.5	-5	3.2	11
COC(=O)c1ccc(-c2cc(Cl)cc3c2OC(CNC(=O)CCNC(C)=O)C3)cc1 (stereo not drawn)
  -0.2	2	0.3	-2
COc1ccccc1CNc1nc(-c2ccc(Br)cc2)nc2ccccc12
  0.2	1	1.9	-16
COc1ccc(-c2nnc3n(Cc4ccccc4)c(=O)c4ccccc4n23)c(O)c1
  -0.1	0	0.5	12
Cc1ccc(NC(=O)COc2ccccc2[N+](=O)[O-])cc1Cl
  0.0	-19	0.6	-58

Further compounds.
Screens in order: FBW7 activator	MITF primary	GPR151 activ	TEAD-YAP inh
O=C1OC(c2ccc(F)cc2)=N/C1=C\c1ccccc1C(F)(F)F
  0.2	13	0.3	-7
CC(=O)c1cccc(-c2nc(NCCc3ccc(O)cc3)c3ncn(CCN4CCCC4=O)c3n2)c1
  0.1	1	1.7	2
Cc1ccc2oc(-c3cccc(NC(=O)c4ncn[nH]4)c3)nc2c1
  0.2	27	-2.2	-46
O=S(=O)(NC(c1ccc(O)cc1)C(Cl)(Cl)Cl)c1ccccc1 (stereo not drawn)
  0.1	0	1.1	5
O=C(Nc1nc(-c2ccc(Oc3ccccc3)cc2)cs1)c1c(F)cccc1F
  0.3	0	-0.1	14
CCOC(=O)c1ccc(CN(Cc2ccc(Cl)cc2Cl)S(=O)(=O)c2c(C)cc(C)cc2C)cc1
  -0.1	3	-0.3	-5
CCC(=O)c1c(C)cc(C)c(C2CC(=O)CC(=O)C2)c1C
  0.9	5	0.6	16
Oc1ccc(-c2cnc3c(NCCc4cccnc4)nccn23)cc1
  1.7	-6	0.5	-3
Clc1ccc(-n2ncc3c(NCc4ccccc4Cl)ncnc32)cc1
  -0.1	7	-0.9	-16
Cn1c(=NC(=O)c2cc(Cl)ccc2[N+](=O)[O-])sc2cc(S(C)(=O)=O)ccc21
  0.0	4	0.3	4

Additional records:
Screens in order: FBW7 activator	MITF primary	GPR151 activ	TEAD-YAP inh
O=C(CCC(=O)OCC(F)(F)C(F)F)Nc1ccc(I)cc1
  -0.1	9	0.1	1
Cc1ccc(C2CC(C(F)(F)F)n3nc(C(=O)Nc4ccc(C)c(C)c4)cc3N2)cc1 (stereo not drawn)
  0.0	-5	-1.9	2
CC1CN(c2nc3c(c(=O)[nH]2)CCN(Cc2cccc(Cl)c2)C3)CC(C)O1 (stereo not drawn)
  0.0	-4	-0.9	0
CCn1c(Cc2ccc(OC)cc2)nnc1SCC(=O)Nc1cccc(C(=O)OC)c1
  -0.1	11	-0.2	16
CC(C)OC(=O)c1ccc(-c2ccc(C=C3C(=O)OC(C)(C)OC3=O)o2)cc1
  0.1	14	-0.1	-70
COc1cc2cc(C#N)c(SCC(=O)Nc3cc(C)on3)nc2cc1OC
  2.4*	31	-1.4	-10
Nc1nc(-c2ccc(Cl)cc2)cn1/N=C/c1ccccc1
  0.0	-10	0.2	0
CCn1ncc2c3sc(C)cc3n(C)c2c1=O
  -0.1	4	-0.2	-4
O=C(Nc1cc(F)ccc1F)c1cnc2ccccn2c1=O
  -0.1	14	0.2	-52
CC(C)(C)NC(=O)CCc1ccc(S(=O)(=O)NCCc2ccccc2)cc1
  -0.3	2	-0.5	-1

(listing goes on)
Molecule | FBW7 activator | MITF primary | GPR151 activ | TEAD-YAP inh
CCOC(=O)c1c(N)oc2c(-c3ccc(F)cc3)c3c(C(=O)OCC)c(N)oc3cc12 | -0.1 | -1 | -2.3 | -10
COc1ccc(Nc2nc(Nc3cccc(F)c3)nc(N3CCOCC3)n2)cc1 | 0.0 | 7 | -0.6 | 3
CCOCCCn1c(SCC(=O)Nc2ccc(C)cc2)nc2ccccc2c1=O | -0.1 | -10 | 0.6 | 4
O=C(COC(=O)c1cc[n+]([O-])cc1)Nc1cccc(Cl)c1 | 0.1 | 17 | 0.0 | -4
CC(C)C[C@@H]1NC(=O)[C@@H]2C[C@H](NC(=O)N[C@H](C)c3ccccc3)CN2C1=O | 0.0 | 13 | -0.5 | -2
COCCN1C(=O)C(O)=C(C(C)=O)C1c1cccc([N+](=O)[O-])c1 (stereo not drawn) | 0.8 | 12 | -1.5 | 8
O=C(CSc1nc2ccsc2c(=O)n1Cc1ccccc1)NCc1ccccc1 | -0.1 | -1 | -2.3 | -12
COC(=O)CSc1nnc(-c2ccncc2)n1-c1cccc(OC)c1 | 0.0 | 18 | 0.5 | 1
O=S(=O)(c1ccc2c(c1)OCCO2)N1CCN(C(=S)NC2CC3CCC2C3)CC1 (stereo not drawn) | 0.0 | 1 | 2.1 | 6
COc1ccccc1-n1c(SCC(=O)Nc2ccc(C)c(Cl)c2)nc2c(sc(=S)n2-c2ccc(C)c(C)c2)c1=O | 0.0 | -8 | 1.1 | -7

(further entries)
Molecule | FBW7 activator | MITF primary | GPR151 activ | TEAD-YAP inh
COc1ccc(CN(C)C(=O)CCl)cc1F | 0.0 | -5 | -0.9 | 24
Cc1ccc2c(c1)c(=O)c1ccccc1n2CC(=O)N(C)C1CCCCC1 | 0.2 | 4 | 0.5 | -6
O=C(O)c1ccccc1N/N=C/c1ccc(Br)cc1 | -0.1 | 2 | -6.2 | -68
CC12CCC(C(=O)NCc3cccnc3)(CC1=O)C2(C)C (stereo not drawn) | 0.0 | 8 | -0.8 | 5
CCOc1ccc(N2C(=O)NC(=O)/C(=C\c3ccc(OC)c(OC)c3)C2=O)cc1 | 0.2 | 7 | -0.9 | 12
CC1(C)CC(=O)C2=C(C1)N(c1cccc(C(F)(F)F)c1)C(N)=C(C#N)C2c1cccnc1 (stereo not drawn) | -0.1 | 7 | 3.1 | -2
Cc1cc2nnc(SCC(=O)N3CCC(C)CC3)n2c(N)n1 | 0.2 | 3 | 4.9* | -7
O=[N+]([O-])c1ccccc1Oc1ccccc1 | -0.1 | 9 | 0.5 | 1
Cc1c(Cl)cccc1NC(=O)C(=O)NCCCO | 0.0 | 6 | -1.2 | -6
CCC(C(=O)O)P(=O)(c1ccccc1)c1ccccc1 (stereo not drawn) | 0.3 | 12 | 1.2 | 6

Further records follow.
Molecule | FBW7 activator | MITF primary | GPR151 activ | TEAD-YAP inh
CCc1ccc(NC(=O)C2C3C4CCC(C4)C23)cc1 (stereo not drawn) | 0.7 | 5 | -0.6 | 8
CS(=O)(=O)c1cccc(C(=O)Nc2sccc2C(N)=O)c1 | 0.0 | -5 | 0.3 | -1
Cc1csc(Nc2ccccc2)[n+]1CC(=O)c1ccccc1 | -0.1 | 23 | 2.3 | -2
CN1CCN(c2nc3c(c(=O)n(C)c(=O)n3C)n2CC(O)c2ccccc2)CC1 (stereo not drawn) | 0.3 | 17 | -1.3 | -11
Nc1nc2ccc(Cc3nc4ccccc4o3)cc2s1 | -0.5 | -17 | 0.6 | -54
c1ccc(CC2CCN(c3nc4ccccc4nc3N3CCC(Cc4ccccc4)CC3)CC2)cc1 | 0.1 | 11 | -0.7 | 0

3 structures already listed, sorted by molecular weight, falling:
Molecule | FBW7 activator | MITF primary | GPR151 activ | TEAD-YAP inh
COC(=O)c1ccc(-c2cc(Cl)cc3c2OC(CNC(=O)CCNC(C)=O)C3)cc1 (stereo not drawn) | -0.2 | 2 | 0.3 | -2
CCOC(=O)c1c(N)oc2c(-c3ccc(F)cc3)c3c(C(=O)OCC)c(N)oc3cc12 | -0.1 | -1 | -2.3 | -10
CS(=O)(=O)c1cccc(C(=O)Nc2sccc2C(N)=O)c1 | 0.0 | -5 | 0.3 | -1

Structures above that contain fluorine (14):
Molecule | FBW7 activator | MITF primary | GPR151 activ | TEAD-YAP inh
Cn1c2ccccc2c2nnc(SCc3cccc(C(F)(F)F)c3)nc21 | 0.3 | 10 | 0.5 | 6
CC1=NN(c2ccc(Cl)c(C(=O)O)c2)C(=O)/C1=C/c1ccc(-c2cccc(C(F)(F)F)c2)o1 | -0.1 | 2 | 3.2 | 2
Cc1cccn2c(=O)c3cc(C(=O)NCc4ccc(F)cc4)n(C)c3nc12 | 0.2 | 10 | 0.6 | 1
COc1cc(OC)cc(-c2nnc(-c3ccc(C(F)(F)F)cc3)o2)c1 | 0.0 | 12 | -1.5 | 2
CCOC(=O)C1=C(O)/C(=C\c2cc(C)n(-c3ccccc3C(F)(F)F)c2C)N=C1C | -0.5 | -5 | 3.2 | 11
O=C1OC(c2ccc(F)cc2)=N/C1=C\c1ccccc1C(F)(F)F | 0.2 | 13 | 0.3 | -7
O=C(Nc1nc(-c2ccc(Oc3ccccc3)cc2)cs1)c1c(F)cccc1F | 0.3 | 0 | -0.1 | 14
O=C(CCC(=O)OCC(F)(F)C(F)F)Nc1ccc(I)cc1 | -0.1 | 9 | 0.1 | 1
Cc1ccc(C2CC(C(F)(F)F)n3nc(C(=O)Nc4ccc(C)c(C)c4)cc3N2)cc1 (stereo not drawn) | 0.0 | -5 | -1.9 | 2
O=C(Nc1cc(F)ccc1F)c1cnc2ccccn2c1=O | -0.1 | 14 | 0.2 | -52
CCOC(=O)c1c(N)oc2c(-c3ccc(F)cc3)c3c(C(=O)OCC)c(N)oc3cc12 | -0.1 | -1 | -2.3 | -10
COc1ccc(Nc2nc(Nc3cccc(F)c3)nc(N3CCOCC3)n2)cc1 | 0.0 | 7 | -0.6 | 3
COc1ccc(CN(C)C(=O)CCl)cc1F | 0.0 | -5 | -0.9 | 24
CC1(C)CC(=O)C2=C(C1)N(c1cccc(C(F)(F)F)c1)C(N)=C(C#N)C2c1cccnc1 (stereo not drawn) | -0.1 | 7 | 3.1 | -2
